Compound activity deposited in PubChem by National Center for Advancing Translational Sciences (NCATS).
BAZ2B block: BAZ2B (human) inhibition. AlphaScreen BAZ2B-H3K14Ac peptide displacement. Potency, µM (series often up to 114 µM), inactives show at the top dose activity change, negative = inhibition, usual class: inhibitors. 360,000 compounds, 4.4% hits. AID 504333; note: potency is the fitted concentration of half-maximal effect; % is set by controls: 0 for no effect and ±100 for the full control effect; nearly all actives have a fitted effect of over 60% in size
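Inhibition is scored as reduced AlphaScreen emission. The BAZ2B/b-H3(5-23)K14Ac complex (50 nM each) in PBS pH 7.4, 0.01% Tween-20 meets compound (up to 110 uM) for 30 min at RT before bead addition.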
Tb PGK inh: inhibitors of T. brucei phosphoglycerate kinase. P07378. PGK/GAPDH coupled, Kinase-Glo luminescence, 60 min. Potency, µM (doses to about 57.5 µM), for the others: at the highest dose activity change, negative = inhibition, most hits filed as inhibitors. 380,000 compounds, 0.043% hits. AID 602233; note: potency is the fitted concentration of half-maximal effect; % is set by controls: 0 for no effect and ±100 for the full control effect; nearly all actives have a fitted effect of over 60% in size
Target sequence (P07378 whole entry, looked up): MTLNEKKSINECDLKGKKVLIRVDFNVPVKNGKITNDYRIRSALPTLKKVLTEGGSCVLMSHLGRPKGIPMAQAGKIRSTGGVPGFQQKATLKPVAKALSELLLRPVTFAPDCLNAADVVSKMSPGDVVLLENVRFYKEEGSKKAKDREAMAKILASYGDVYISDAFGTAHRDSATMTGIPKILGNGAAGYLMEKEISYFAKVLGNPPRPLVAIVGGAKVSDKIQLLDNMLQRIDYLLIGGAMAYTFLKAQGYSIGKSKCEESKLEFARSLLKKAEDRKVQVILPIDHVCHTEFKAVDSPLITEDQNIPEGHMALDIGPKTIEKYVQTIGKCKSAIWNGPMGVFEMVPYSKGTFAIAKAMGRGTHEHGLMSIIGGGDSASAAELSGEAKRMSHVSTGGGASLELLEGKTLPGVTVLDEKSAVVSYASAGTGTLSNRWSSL
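Luminescent ATP detection (Kinase-Glo Plus) follows a 60-minute room-temperature incubation, with wells lacking PGK as controls. Buffer: 100 mM TEA (pH 7.6), 5 mM MgCl2, 0.01% Tween-20. Coupling enzyme GAPDH (100 nM final) supplies unstable 1,3-BPG in-well.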
PI4K2A block: inhibitors of human PI4K2A. AID 1346378. purified PI4K2A, ADP-Glo luminescence, 1 h; hits give low values. 420,000 compounds, 0.13% hits. activity change, negative = inhibition, % at 76.9 µM. Q9BTU6; in the data active = activity change below about -50%; inconclusive = mostly about -30% to -49%;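 note: -100% = wells without enzyme as full effect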
Target sequence (Q9BTU6 whole entry, looked up): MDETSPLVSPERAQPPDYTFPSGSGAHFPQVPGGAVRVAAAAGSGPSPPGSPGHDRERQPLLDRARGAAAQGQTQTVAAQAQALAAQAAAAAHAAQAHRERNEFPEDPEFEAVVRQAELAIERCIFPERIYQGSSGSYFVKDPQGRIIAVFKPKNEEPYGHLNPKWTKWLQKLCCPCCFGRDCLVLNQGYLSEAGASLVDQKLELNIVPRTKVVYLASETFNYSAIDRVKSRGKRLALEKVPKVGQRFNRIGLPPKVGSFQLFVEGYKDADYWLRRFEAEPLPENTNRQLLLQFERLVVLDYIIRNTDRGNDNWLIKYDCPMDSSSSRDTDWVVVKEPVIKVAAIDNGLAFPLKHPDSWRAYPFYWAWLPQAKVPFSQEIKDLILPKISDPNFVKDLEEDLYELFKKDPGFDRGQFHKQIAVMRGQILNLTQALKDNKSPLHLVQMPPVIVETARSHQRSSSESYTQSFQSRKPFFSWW
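In this quantitative HTS, ADP production by PI4K2A was quantified luminescently after 1 h at ambient temperature; 100 microM adenosine served as plate-quality control.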
ERG-DNA inh: blocks human ERG Ets domain binding to DNA | Potency, µM (highest dose often 76.9 µM), for the others: at the highest dose FP activity, negative = inhibition, hits mostly inhibitors | fluorescence polarization, His-ERG Ets domain / labelled DNA | P11308 | 370,000 compounds, 0.028% hits | AID 624246; active = well fitted inhibition curve with a large enough effect in the polarisation, with a control signal flat; inconclusive = small, poorly fitted or top-dose-only effect, or effect the other way, or a change in a side signal; inactive = no such curve, though single readings can be large or run the other way; the % refers to the polarisation;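 note: polarization taken with two DNA probes labelled with fluorescein and Texas red; potency is the fitted concentration of half-maximal effect; % of control where 0% means no effect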
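His-tagged ERG Ets domain (1 uM in the protein solution; 300mM KCl, 50mM Tris-HCl, 1mM EDTA, 1mM DTT, pH 7.5) received compound, then a probe mix of 5 nM fluorescein-DNA and 100nM Texas-615-DNA. Fluorescence polarization was read for both dyes.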
Pin1 inhibitor: human Pin1 inhibition. Q13526. Pin1 FP peptide displacement, HiFluor488, 10 min. Potency, µM (doses to about 115 µM), inactives show at the highest dose activity, negative = inhibition, usual class: inhibitors. 390,000 compounds, 0.009% hits; active = well fitted inhibition curve with a large enough effect in the polarisation, with a control signal flat, not every such curve was filed as active; inconclusive = small, poorly fitted or top-dose-only effect, or effect the other way, or a change in a side signal; inactive = no such curve, though single readings can be large or run the other way; the % refers to the polarisation; note: potency is the fitted concentration of half-maximal effect; % is set by controls: 0 for no effect and ±100 for the full control effect
GLS inhibitor: glutaminase GLS (human) inhibition | O94925 | GLS enzymatic activity, qHTS titration | Potency, µM (titrated, usually from 45.5 µM), without a hit: at the top dose activity change, negative = inhibition, usual class: inhibitors | 410,000 compounds, 0.21% hits | AID 624170; note: potency is the fitted concentration of half-maximal effect; % is set by controls: 0 for no effect and ±100 for the full control effect
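hKGA in 45 mM KH2PO4 pH 8.2, 0.02% Tween-20 with pin-transferred compounds; 1 mM L-glutamine (stock) plus glutamate oxidase/HRP/Amplex Red coupling added. Fluorescence read initially and after 30 min at RT.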
G9a block: inhibitors of human histone lysine methyltransferase G9a; Q96KQ7; G9a H3K9 monomethylation, AlphaScreen, 2 h; Potency, µM (top dose mostly 102 µM), without a hit: at the highest dose activity, negative = inhibition, most hits filed as inhibitors; 350,000 compounds, 8.8% hits; note: potency is the fitted concentration of half-maximal effect; % is set by controls: 0 for no effect and ±100 for the full control effect; nearly all actives have a fitted effect of over 75% in size
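Readings reflect AlphaScreen signal from monomethyl-H3K9 antibody detection. HMT at 20 nM; substrate b-H3K9 500 nM; cofactor SAM 20 uM; 2 h RT reaction; compounds tested as titrations in qHTS with 15 min preincubation.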
JMJD2A Tudor: inhibitors of human JMJD2A Tudor domain; O75164; AlphaScreen JMJD2A-Tudor / H3K4me3 peptide binding; Potency, µM (doses to about 114 µM), for the others: at the top dose activity change, negative = inhibition, hits mostly inhibitors; 390,000 compounds, 4.4% hits; AID 504339; note: potency is the fitted concentration of half-maximal effect; % is set by controls: 0 for no effect and ±100 for the full control effect; nearly all actives have a fitted effect of over 50% in size
HP1b binding inh: HP1-beta chromodomain-methylated histone interaction inhibition | P83916 | AlphaScreen HP1-beta / biotin-H3K9me3 peptide binding | Potency, µM (doses to about 114 µM), without a hit: at the highest dose activity change, negative = inhibition, most hits filed as inhibitors | 390,000 compounds, 0.56% hits; note: potency is the fitted concentration of half-maximal effect; nearly all actives have a fitted effect of over 70% in size; inactives centre near 23
Target sequence (P83916 whole entry, looked up): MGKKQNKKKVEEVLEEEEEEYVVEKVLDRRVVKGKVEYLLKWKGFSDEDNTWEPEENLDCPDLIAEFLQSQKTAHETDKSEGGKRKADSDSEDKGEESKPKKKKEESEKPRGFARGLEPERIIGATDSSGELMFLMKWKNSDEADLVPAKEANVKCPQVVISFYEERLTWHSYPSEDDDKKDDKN
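HP1-beta protein (50 nM final) preincubated 30 min at room temperature with biotinylated H3(1-18)K9me3 peptide (50 nM) in PBS pH 7.4, 0.01% Tween-20, then compound added for 30 min. AlphaScreen streptavidin donor/nickel chelate acceptor beads (10 ug/mL final), 30 min dark, luminescence read.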
Numbers without * were called inactive; i = inactive; ? = inconclusive; . = not tested or not shown; & = joins results of further samples; [ ] = remark or other dose. Unless noted, calls come from the whole dose curve; as a rule, active = well fitted curve in the direction sought with a large enough effect; inconclusive = small, poorly fitted or top-dose-only effect, or another doubt; inactive = no such curve, though single readings can be large; an effect the other way counts as inactive or inconclusive.

SMILES | BAZ2B block | Tb PGK inh | PI4K2A block | ERG-DNA inh | Pin1 inhibitor | GLS inhibitor | G9a block | JMJD2A Tudor | HP1b binding inh
O=C(CSc1nnc(-c2ccco2)o1)N1c2ccccc2CCc2ccccc21 | -26.2% | i | 1.8 | . | 3.4% | 17.5% | -6.9%[59 µM] | -20.8% | 11.9%
Cc1ccc(N(C)S(=O)(=O)c2cc(-c3cnc(C4CC4)o3)ccc2C)cc1 | ? | 2.0% | -0.2 | 11.1% | 66.0%[activator] | 10.2% | 8.3% | -29.0% | -8.0%
O=C(CN1C(=O)NC2(CCCC2)C1=O)NCCc1ccccc1 | . | -4.2% | 5.1 | 3.3% | -6.1% | -9.6% | . | 2.0% | 29.2%
COc1ccc(OC)c(-c2csc(NC(=O)CN3C(=O)NC4(CCCC4)C3=O)n2)c1 | ? | 17.0% | -4.0 | 6.9% | -8.1% | 3.2% | -1.3%[0.501 µM] | -34.0% | 11.0%
O=C(Nc1cc(=O)[nH]c2ncnn12)c1ccc(Cl)cc1Cl | -1.9% | -0.2% | -1.7 | 3.9% | -0.2% | 4.6% | 8.91µM* | 79.4µM* | 15.9%
Cc1noc(C)c1C(=O)OC(C)C(=O)Nc1ccc2c(c1)OCO2 (stereo unspecified) | . | -5.2% | 2.0 | -20.7% | -0.3% | -4.2% | . | -15.2% | 36.5%[activator]
Cc1ccc(C)c(OCCC(=O)OCC(=O)c2ccc3c(c2)NC(=O)CO3)c1 | 6.6% | -6.5% | -2.5 | 2.2% | 1.2% | -1.0% | 6.9%[12.7 µM] | -3.4% | 14.7%
Cc1ccc(-n2ccnc(SCC(=O)NC3CCCCC3)c2=O)cc1F | 9.0% | -3.6% | -8.2 | 17.6% | -4.2% | -13.3% | -29.1% | -10.7% | 65.7%[activator]
CC1CCN(S(=O)(=O)c2ccc3c(c2)c(=O)c(C(=O)NCCc2ccccc2)cn3C)CC1 | . | -2.9% | -2.7 | 3.4% | 12.1% | -5.5% | 6.7%[59 µM] | -7.3% | 22.2%
O=C(Cc1csc(NC(=O)Nc2ccc(Cl)cc2)n1)NC1CCCC1 | -27.7% | 1.2% | -1.2 | 9.2% | -0.3% | 1.2% | ? | -17.8% | 18.8%
COc1ccc(NC(=O)C(NC(=O)C2CCC(C)CC2)C(C)C)cc1 (stereo unspecified) | -13.0% | -8.4% | -0.3 | -5.6% | -1.1% | 6.5% | -11.6%[59 µM] | -33.8% | -3.7%
CCOC(=O)C1CCN(Cc2ccc(N(C)C)cc2)CC1 | 44.7µM* | -6.9% | 0.2 | -5.8% | -2.9% | 31.1%[activator] | ? | 3.55µM* | ?
Cc1nnc(Sc2cc(C(=O)NCCCOC(C)C)c3ccccc3n2)s1 | -2.4% | i | -4.8 | 7.9% | 1.1% | -9.8% | -8.7%[12.7 µM] | -4.8% | 86.1%[activator]
CN(CCO)c1cc(N2CCCCC2)c2nonc2c1[N+](=O)[O-] | -23.6% | -8.0% | -0.3 | -9.0% | 25.0% | -1.5% | -0.6% | -13.9% | 18.8%
O=C(Cc1cc(=O)[nH]c(=O)[nH]1)NCc1ccccc1 | 5.4% | 3.2% | -3.3 | 2.1% | -2.7% | 2.6% | 24.7% | 0.0% | 43.1%[activator]
O=C(c1ccccc1)C(Cn1cncn1)C(Sc1ccccc1)c1ccccc1 (stereo unspecified) | -4.9% | -9.4% | 0.5 | -5.9% | 12.1% | 3.9% | 10.4%[59 µM] | -16.5% | 16.9%
COc1cc(C=O)c(Cl)cc1OCC(N)=O | -2.5% | -4.0% | 2.0 | -2.3% | 9.8% | 5.6% | 7.2% | -2.3% | 41.4%[activator]
O=C(CN1CCN(Cc2ccccc2)CC1)N1CCN(c2ccccc2)CC1 | -5.7% | -1.7% | -2.9 | 4.7% | -8.7% | 14.4% | -0.2%[59 µM] | -27.2% | 31.3%
O=C(Cc1cccc2ccccc12)N1CC[C@@]2(O)CCCC[C@H]2C1 | -5.1% | -5.8% | 1.7 | -16.0%[15.4 µM] | -3.6% | -25.0% | 8.2%[12.7 µM] | -31.4% | 15.3%
COc1cccc(OC)c1C(=O)Nc1ccccc1N1CCCC1 | -30.9% | -1.3% | 8.4 | 5.6% | -3.9% | 52.9%[activator] | -48.9%[12.7 µM] | -12.9% | 20.7%
CCCN=C1N(C)C[C@@H]2[C@@H]3C(=O)N(Cc4ccccc4)C(=O)[C@@H]3[C@](Cc3ccccc3)(C(=O)OC)N12 | . | i | -3.3 | 12.1% | -1.6% | 0.4% | . | -10.1% | 96.4%[activator]
COc1cccc2c1Oc1ncccc1N(C(=O)CCC(=O)NCc1cccc(C)c1)C2 | -6.3% | -0.6% | 2.1 | 52.1%[activator] | ? | -6.7% | 13.5% | ? | 14.1%
CC(=O)c1cccc(NC(=O)C2CCN(S(=O)(=O)c3ccccc3)CC2)c1 | -0.4%&-9.2% | 0.7%&-3.9% | -2.6&-2.6 | 8.8%&-3.0% | -2.0%&2.0% | -3.2%&-2.7% | 1.9%[59 µM] | -0.7%&-8.2% | 39.8%&39.0%[activator]
CCC(=O)NC(C)c1nc2ccccc2n1C (stereo unspecified) | -3.9% | 0.0% | -3.6 | -0.8% | 2.4% | -7.5% | 0.8%[59 µM] | 3.6% | 40.7%[activator]
COc1cc2c3nnc(-c4ccc(F)cc4)c-3cn(Cc3cccc(C)c3)c2cc1OC | 2.4% | -9.4% | -3.8 | -3.9% | ? | 5.3% | 20.3%[59 µM] | -20.0% | 22.2%
COc1ccc(C(=O)N/C(=C\c2cn(S(=O)(=O)N(C)C)c3ccccc23)C(=O)N2CCOCC2)cc1 | -21.8% | -1.5% | -1.7 | 7.5% | -0.5% | 10.3% | 1.9% | ? | -4.4%
CC(=O)Nc1ccc(NC(=O)c2nc(-c3ccccc3)oc2C)cc1 | -24.3% | -2.1% | 4.1 | 8.4% | 1.0% | 5.5% | -30.8% | -15.4% | 12.4%
C=CCC(CC=C)(NC(=O)c1ccccc1)c1ccccc1 | -2.0%[57.1 µM] | -7.6% | -16.1 | -8.9% | -8.7% | -11.1% | 24.2%[12.7 µM] | 3.1%[11.4 µM] | -10.0%
Cc1cccc(NC(=O)CSCc2cc(=O)n3ccsc3n2)c1C | -3.2% | 4.4% | 8.8 | -7.1% | -3.5% | 1.6% | 6.1%[0.501 µM] | -6.2% | 56.8%[activator]
CCNC(=S)N1CCN(S(=O)(=O)c2ccc(C)c(C)c2)CC1 | -9.2% | -2.8% | -4.9 | 6.2% | -1.8% | -1.9% | -26.9% | -12.9% | 36.4%
Cc1nn(C)c(Cl)c1C(N)=O | -1.3% | 1.2% | 4.3 | 2.2% | -3.8% | -0.4% | . | -4.1% | 44.2%[activator]
COc1cc2c(cc1OC)C(C)N(S(=O)(=O)c1ccc(Cl)nc1)CC2 (stereo unspecified) | -14.1% | 1.4% | -18.8 | -4.7% | 3.6% | 1.7% | -4.8% | -1.6% | 39.2%[activator]
O=C1C(=O)N(c2ccccn2)C(c2cccc(F)c2)/C1=C(/O)c1ccccc1 (stereo unspecified) | -4.2% | . | -0.8 | 6.8% | 1.7% | 15.9% | 13.2% | 5.4% | 70.7%[activator]
CCc1ccc(NC(=O)C2CCCN(S(C)(=O)=O)C2)cc1 (stereo unspecified) | -11.2% | 7.6% | -4.1 | 10.6% | 6.8% | 7.7% | . | -9.8%[11.4 µM] | 5.6%
C/C(=N\NC(N)=S)C12CC3CC(CC(C3)C1)C2 | -38.5% | 3.8% | 1.3 | . | -12.0% | 0.0% | -12.7%[12.7 µM] | -30.4% | 13.2%
CNc1cc(N2CCN(S(=O)(=O)N(C)C)CC2)ccc1[N+](=O)[O-] | ? | -7.1% | -4.0 | 3.1% | -4.1% | -1.3% | -29.0% | -28.9% | 40.3%
COc1ccc(NC(=O)c2ccc(NCC3CCCO3)c([N+](=O)[O-])c2)cc1 (stereo unspecified) | -21.8% | -6.1% | 1.8 | 0.5% | -9.5% | 5.3% | -7.6%[12.7 µM] | -9.1% | 12.2%
COc1ccc(N2C(=O)C3C(c4ccc(C(=O)O)cc4)NC(Cc4ccccc4)(C(=O)O)C3C2=O)c([N+](=O)[O-])c1 (stereo unspecified) | ? | -0.2% | 0.2 | -3.1% | -19.3% | 1.9% | ? | -10.5% | 7.4%
CCOC(=O)N1CCC(Nc2c(NCCCN(C)Cc3ccccc3)c(=O)c2=O)CC1 | 9.1% | -4.2% | -3.7 | -0.5% | 1.7% | 20.9% | 7.2% | -5.7% | 30.9%
Cc1ccc(NC(=O)C2CC(=O)N(C(C)c3ccccc3)C2)cc1 (stereo unspecified) | 2.8% | 6.3% | 4.6 | . | -5.5% | -10.2% | -5.8%[2.33 µM] | -7.9% | 40.7%
O=C(Nc1ccc(Cl)cc1Cl)NC1CCN(S(=O)(=O)c2ccc(F)cc2)CC1 | -6.0% | -4.6% | 2.8 | 0.5% | -4.3% | -10.2% | 9.9% | -8.3% | 0.0%
Fc1ccc(-n2ncc3c(Nc4ccc(Oc5ccc(Cl)cc5)cc4)ncnc32)cc1 | -1.6% | -4.4% | 1.6 | -6.9% | -2.0% | ? | 4.5%[59 µM] | 1.8% | 28.4%
c1coc(CN=C2NC(=NCc3ccco3)c3ccccc32)c1 | 6.0% | -9.7% | 0.3 | . | ? | 0.3% | -34.7% | -31.4% | 8.8%
